Screens from PubChem.
RGS8-Gao = human RGS8-Galphao interaction regulation; P09471; response (percent of control binding), % at 10 µM; actives 0.34% (n = 220,000); multiplexed bead flow cytometry, RGS8-Galphao binding; actives lie on both sides; in the data active means response below about 60% or above about 140%; inactive means in between;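 further: Galphao activated as the GDP aluminium fluoride complex binding bead-coupled RGS8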
Target sequence (P09471 whole entry, looked up): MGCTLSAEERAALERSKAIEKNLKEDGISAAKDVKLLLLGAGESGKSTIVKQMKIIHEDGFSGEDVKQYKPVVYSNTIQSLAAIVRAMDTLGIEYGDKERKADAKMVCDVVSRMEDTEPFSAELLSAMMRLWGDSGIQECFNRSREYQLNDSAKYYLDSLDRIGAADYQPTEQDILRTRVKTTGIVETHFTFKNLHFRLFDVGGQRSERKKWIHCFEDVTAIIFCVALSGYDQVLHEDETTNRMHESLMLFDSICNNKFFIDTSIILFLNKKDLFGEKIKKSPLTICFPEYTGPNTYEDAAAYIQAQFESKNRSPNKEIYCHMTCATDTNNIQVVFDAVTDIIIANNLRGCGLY
RGS4-Gao reg = modulates binding of RGS4 to human Galphao | P09471 | Multiplexed bead flow cytometry; actives lie on both sides | binding response (% of control), % at 10 µM | actives 0.33% (n = 220,000); in the data active means binding response below about 49% or above about 150%; inactive means in between;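 further: fluorescent Galphao activated with aluminum fluoride binding bead-coupled RGS4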
RGS7-Gao reg = human RGS7-Galphao interaction regulation | binding response (% of control), % at 10 µM | actives 0.35% (n = 220,000) | P09471 | Multiplexed bead flow cytometry, RGS7-Galphao binding; actives lie on both sides | AID 1439; in the data active means binding response below about 49% or above about 150%; inconclusive means no clear call, values can overlap the other calls; inactive means in between;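 further: fluorescent Galphao held in activated GDP-AlF4 state binding bead-coupled RGS7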
* hit, by the source's call; ? = inconclusive. A portion of the library (hit frequency here may not be typical).

> C=C[C@@H]1CN2CCC1C[C@@H]2[C@@H](O)c1ccnc2ccc(OC)cc12 (stereo not given in full)
- RGS8-Gao = 99.7
- RGS4-Gao reg = 99.6
- RGS7-Gao reg = ?

> O=C(c1ccc(F)cc1)C1CCN(CCn2c(=O)[nH]c3ccccc3c2=O)CC1
- RGS8-Gao = 99.5
- RGS4-Gao reg = 100.1
- RGS7-Gao reg = ?

> Cc1c(NC(=O)c2cccnc2)c(=O)n(-c2ccccc2)n1C
- RGS8-Gao = 100.8
- RGS4-Gao reg = 97.1
- RGS7-Gao reg = ?

> Cc1ccc(CN2CCN(Cc3cccc4nccnc34)CC2CCO)cc1 (stereo not given)
- RGS8-Gao = 99.4
- RGS4-Gao reg = 103.0
- RGS7-Gao reg = ?

> COc1cc2c(c(OC)c1OC)-c1c(cc3c(c1OC)OCO3)[C@@H](OC(C)=O)[C@H](C)[C@H](C)C2
- RGS8-Gao = 93.4
- RGS4-Gao reg = 96.5
- RGS7-Gao reg = ?

> NC(=O)c1cccc(-c2cc(Nc3ccc(OC(F)(F)F)cc3)ncn2)c1
- RGS8-Gao = 108.3
- RGS4-Gao reg = 107.1
- RGS7-Gao reg = ?

Sorted by formula weight (ascending): part of the list above
> Cc1c(NC(=O)c2cccnc2)c(=O)n(-c2ccccc2)n1C
- RGS8-Gao = 100.8
- RGS4-Gao reg = 97.1
- RGS7-Gao reg = ?

> NC(=O)c1cccc(-c2cc(Nc3ccc(OC(F)(F)F)cc3)ncn2)c1
- RGS8-Gao = 108.3
- RGS4-Gao reg = 107.1
- RGS7-Gao reg = ?

> O=C(c1ccc(F)cc1)C1CCN(CCn2c(=O)[nH]c3ccccc3c2=O)CC1
- RGS8-Gao = 99.5
- RGS4-Gao reg = 100.1
- RGS7-Gao reg = ?
